KAT2A inh = blocks human GCN5L2 histone acetyltransferase. GCN5L2 HAT assay, ThioGlo1 CoA-SH fluorescence. 390,000 tested, 0.21% active. Potency, µM (doses to about 58.9 µM), for the others: at the top dose activity change, negative = inhibition, hits mostly inhibitors. Q92830
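Preincubate 20nM GCN5L2 with compound 15 min, RT → add 50uM ThioGlo1 + 75uM H3(1-25) + 70uM acetyl-CoA → read fluorescence 0 and 20 min. Primary qHTS; fluorescent artifacts likely.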
FEN1 inh = inhibitors of human flap endonuclease 1; Recombinant FEN1 flap cleavage, fluorescence, 15 min; P39748; 390,000 tested, 0.35% active; Potency, µM (top dose mostly 114 µM), without a hit: at the highest dose activity change, negative = inhibition, most hits filed as inhibitors; AID 588795; note: nearly all actives have a fitted effect of over 65% in size
Target sequence (P39748 whole entry, looked up): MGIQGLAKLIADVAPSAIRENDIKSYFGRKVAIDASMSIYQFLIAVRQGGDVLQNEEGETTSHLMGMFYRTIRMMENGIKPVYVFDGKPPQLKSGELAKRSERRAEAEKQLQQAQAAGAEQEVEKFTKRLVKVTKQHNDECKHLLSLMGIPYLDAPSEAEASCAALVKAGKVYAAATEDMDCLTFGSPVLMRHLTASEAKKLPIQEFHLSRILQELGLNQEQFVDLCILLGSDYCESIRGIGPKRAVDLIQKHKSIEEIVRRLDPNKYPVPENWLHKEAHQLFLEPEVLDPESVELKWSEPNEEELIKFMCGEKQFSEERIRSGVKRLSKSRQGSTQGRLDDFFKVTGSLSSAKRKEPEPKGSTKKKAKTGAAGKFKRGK
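In this screen, 50 nM flap DNA substrate was added to 10 nM FEN1 pretreated with compound for 15 min at room temperature; cleavage was followed with reads at 0 and 15 min, and Hill fitting gave concentration–response parameters.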
N370S GC mod = inhibits or activates N370S mutant glucocerebrosidase | P04062 | N370S GC spleen homogenate, 4MU-glucoside fluorescence | Potency, µM (series often up to 59.4 µM), without a hit: at the top dose activity change, negative = inhibition, usual class: inhibitors | 330,000 tested, 0.092% active | AID 2101;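 note: 0% = full enzyme activity and -100% = no enzyme basal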
* hit, by the source's call; ? = inconclusive; . = no result given; & = joins results of further samples. Calls come from the whole dose curve; as a rule, active = well fitted curve in the direction sought with a large enough effect; inconclusive = small, poorly fitted or top-dose-only effect, or another doubt; inactive = no such curve, though single readings can be large; an effect the other way counts as inactive or inconclusive. Unless noted, % is set by controls: 0 for no effect and ±100 for the full control effect; potency is the fitted concentration of half-maximal effect. An unsorted share of the library; any-hit rate near 0.54%.

SMILES	KAT2A inh	FEN1 inh	N370S GC mod
COc1ccc2nc(NC(=O)c3cc(S(=O)(=O)N4CCOCC4)ccc3C)sc2c1	-10%	-16%	3%
CC(=O)Nc1ccc(C2CC(c3ccc(Cl)cc3)=NN2c2ccccc2)cc1 (stereo not drawn)	32µM*	?	?
CC(C)CNS(=O)(=O)c1ccc(OCC(=O)NCc2ccco2)cc1	2%	-2%	-5%
CC(C)(C)[C@@H]1COC(=O)[C@H](Cc2ccc(F)cc2)C/C=C\C[C@H](CC(=O)N(CCO)Cc2ccccc2)C(=O)N1	-2%	-23%	.
CC(=O)c1ccc(NC(=O)c2cc(-c3ccc(C)s3)nc3ccccc23)cc1	-8%	-10%	.
CCOC(=O)CSc1n[nH]c(NC(=O)CC)n1	-3%	-5%	-8%
O=C(COc1ncnc2c(Cl)cc(Cl)cc12)NC1CCCCCC1	5%	2%	2%
CC1(C)CC(=NNC(=O)c2n[nH]c3c2CCC3)CC(C)(C)N1	-7%	16%	11%
CCn1cc(C(=O)NCCc2ccccc2)c(=O)c2cc(S(=O)(=O)N(C)C3CCCCC3)ccc21	-9%	11%	.
CN(C(=O)c1ccc(=O)n(Cc2ccc(Cl)cc2)c1)c1ccccc1	-7%	12%	0%
N/C(=N\OC(=O)COc1ccc(Cl)cc1Cl)c1ccncc1	-13%	2%	9%
CCCOc1ccc(/C(O)=C2/C(=O)C(=O)N(CCCN3CCOCC3)C2c2ccncc2)cc1 (stereo not drawn)	-9%	.	14%
CCOc1ccccc1NC(=O)Cn1c(=O)n(Cc2ccc(OC)cc2)c(=O)c2oc3ccccc3c21	1%	-3%	.
CC[C@H](C)NC(=O)c1ccc(Cn2c(=S)[nH]c3c([nH]c4ccc(OC)cc43)c2=O)cc1	5%	5%	31%
CCOC(=O)c1c(C)[nH]c(C(=O)OCC(=O)Nc2cc(C)c(Cl)cc2OC)c1C	3%	2%	11%
CCN(CC)S(=O)(=O)c1ccc(C(=O)Nc2nnc(CSC)o2)cc1	-20%	0%	-4%
N#Cc1nc(COc2ccc(Cl)cc2Cl)oc1N1CCOCC1	-1%	1%	17%
COc1cccc(NC(=O)CSC2=C(C#N)C(c3ccco3)C3=C(CCCC3=O)N2)c1 (stereo not drawn)	-4%	-17%	-5%
Cc1ccc(NCc2nnc3n2CCCCC3)cc1Cl	-9%	0%	.
CCN(C(=O)CN1CCN(c2ccc(O)cc2)CC1)c1c(N)n(Cc2ccccc2)c(=O)[nH]c1=O	-2%	0%	3%
N=C(N)SCc1ccc(O)c([N+](=O)[O-])c1	-2%	2%	-2%
CC(=O)c1csc(-c2cccc(-c3nc4ccc(Cl)cn4c3NC3CCCCC3)c2)c1	-10%	-20%	-12%
COc1ccc(Nc2ccc([N+](=O)[O-])c3nonc23)c(OC)c1	-9%	14%	1%
Cc1cc(C)c(C)c(OCC(=O)N2CCOCC2)c1	0%	0%	-12%
Cc1cc(N=Cc2c(O)n(-c3cccc(Cl)c3)c(=O)c3ccccc23)no1	-1%	7%	4%
CC1=C(C(=O)N2CCCC(N3CCN(c4cccc(Cl)c4)CC3)C2)OCCO1 (stereo not drawn)	2%	10%	-1%
COC(=O)C1=C(C(=O)OC)C(c2cc(Cl)ccc2O)c2sc(=O)[nH]c2S1 (stereo not drawn)	-1%	-6%	0%
O=S(=O)(c1ccc(-c2ccon2)s1)N1CCN(CCN2CCOCC2)CC1	-5%	2%	-3%
CCCCn1c(=O)c(CCC(=O)OCC(=O)Nc2ccc(C)c(Cl)c2)nc2ccccc21	0%	.	19%
CCN(CC(=O)NCC1CCCO1)S(=O)(=O)c1ccc2ccccc2c1 (stereo not drawn)	-1%	-8%	-15%
Cc1cc(=O)[nH]c(-n2[nH]c3c(c2=O)CCCC3)n1	18%	-2%	1%
Cc1ccc(Cn2ccnc2SCC(=O)Nc2ccc3c(c2)OCCO3)cc1	-7%	5%	.
CCOC(=O)c1oc2ccc(CNC3CCCCC3)c(Cl)c2c1C	-6%	-10%	-4%
Cc1cc(C(=O)NNc2c(Cl)cccc2Cl)no1	-4%	-13%	3%
Nc1cc2c(cc1[N+](=O)[O-])OCCO2	2%	2%	-12%
Cc1ncc([N+](=O)[O-])n1CC(C)O (stereo not drawn)	-3%&1%&-1%	16%	-2%&0%&6%
CCCCn1c(SCC(=O)N2c3ccccc3CCc3ccccc32)nc2c1c(=O)n(C)c(=O)n2C	?	-4%	4%
CNc1snc(C)c1C(=O)OCC(=O)NCc1ccccc1OC	-2%	7%	.
CC(C)(C)NC(=S)NC(=O)C12CC3CCC(CC(C3)C1)C2	-1%	-14%	19%
CNC(=O)CSCc1cnn(-c2ccccc2)c1-n1cccc1	-10%	-6%	0%
O=C(CC1SC(=O)N(Cc2ccccc2Cl)C1=O)Nc1nccs1 (stereo not drawn)	12%	0%	-18%
Cc1ccccc1C(N)c1ccncc1 (stereo not drawn)	1%	15%	-9%
CCC(C)(C)NC(=O)C(c1cccs1)N(CC1CCCO1)C(=O)Cn1nnc2ccccc21 (stereo not drawn)	-4%	-1%	-4%
CCN(CC)c1ccc(NC(=O)c2cc3ccccc3o2)c(C)c1	1%	-17%	10%
COc1ccc(Cl)cc1NC(=O)CSc1nnc(C)n2c1cc1sccc12	2%	-3%	.
CCn1cc(/C=C(\NC(=O)c2ccc(OC)c(OC)c2)C(=O)NCCCO)c2ccccc21	-8%	3%	-21%
COc1ccc(NC(=O)/C(=C\c2ccc(OS(=O)(=O)c3ccc(C)cc3)cc2)NC(=O)c2ccccc2)cc1	-13%	-2%	-27%
Cc1cc(C)cc(NS(=O)(=O)c2ccc(NC(=S)NC(=O)c3cccs3)cc2)c1	0%	-12%	3%
CN(C)CC1CCCCC1OC(=O)/C=C/c1ccc(Cl)cc1Cl (stereo not drawn)	0%	-3%	-20%
COc1cccc(C2CC(=O)Nc3c2c(=O)[nH]c2ncnn32)c1 (stereo not drawn)	-6%	-1%	-2%
Cc1ccc(-c2cc(C(=O)O)c3ccccc3n2)c(C)c1	-3%	-6%	-6%
Cc1ccc(S(=O)(=O)NCCNS(=O)(=O)c2ccccc2Br)cc1	0%	5%	.
CCOC(=O)c1csc(NC(=O)CN2CCN(C)CC2)n1	-4%	15%	-3%
Cc1cc([N+](=O)[O-])nn1CC(=O)Nc1ccc(Cl)cn1	-15%	4%	0%
COC(=O)CSc1nc2sc3c(c2c(=O)n1Cc1ccccc1)CCC(C(C)(C)C)C3 (stereo not drawn)	2%	3%	.
O=C(CSc1oc(-c2ccco2)nc1S(=O)(=O)c1ccc(Cl)cc1)Nc1ccc(F)cc1	-1%	-5%	.
N#CC1=C(N)Oc2cc(O)ccc2C1c1ccccc1 (stereo not drawn)	-1%	10%	2%
O=C1NCCCc2nc(Oc3ccccc3)sc21	-9%	-3%	?
COc1ccc(N(S(=O)(=O)c2ccccc2)S(=O)(=O)c2ccccc2)c(N)c1	-8%	-11%	-18%
COc1ccc(C(=O)NCCc2ccc(C)cc2)cc1OC1CCN(C(C)=O)CC1	?	-1%	0%

Single values from the results shown:
`COc1ccc(C(=O)NCCc2ccc(C)cc2)cc1OC1CCN(C(C)=O)CC1` | FEN1 inh: -1%
`COc1ccc(N(S(=O)(=O)c2ccccc2)S(=O)(=O)c2ccccc2)c(N)c1` | KAT2A inh: -8%
`COc1cccc(C2CC(=O)Nc3c2c(=O)[nH]c2ncnn32)c1` (stereo not drawn) | KAT2A inh: -6%
`Cc1ccccc1C(N)c1ccncc1` (stereo not drawn) | N370S GC mod: -9%
`O=C1NCCCc2nc(Oc3ccccc3)sc21` | KAT2A inh: -9%
`Cc1cc([N+](=O)[O-])nn1CC(=O)Nc1ccc(Cl)cn1` | FEN1 inh: 4%

Next section.
SMILES	KAT2A inh	FEN1 inh	N370S GC mod
Cc1ccc(S(=O)(=O)CCC(=O)Nc2cccc(Cl)c2)cc1	-14%	-2%	-4%
O=C(Cn1cc(C(F)(F)F)ccc1=O)N/N=C/c1ccccc1	1%	2%	5%
CCCCn1nc(C(=O)Nc2ccc3c(c2)OCCO3)c2ccccc2c1=O	-12%	-4%	.
CN(C)C(=O)CCc1ccc2c3c([nH]c2c1)[C@]1(CCC2CCCC2)[C@@H](C(=O)N2CCOCC2)C[C@H](CC(=O)NCCc2ccccn2)C(=O)N1CC3	1%	-4%	.
CC(=O)Nc1ccc(S(=O)(=O)NCCC(=O)NCc2ccncc2)cc1	-4%	1%	-5%
Cc1cc(C(=O)NCCc2ccc(S(N)(=O)=O)cc2)no1	-3%	2%	6%
COc1cc(CNc2cccc(F)c2)cc(Br)c1O	-2%	-10%	-5%
CCN(CC)CCN(C(=O)c1cc2c(ccc3ccccc32)oc1=O)c1nc2cc3c(cc2s1)OCCO3	-8%	-30%	?
CN(C)CCCN1C(=O)c2cccc3c([N+](=O)[O-])ccc(c23)C1=O	-4%	50µM*	23%
COc1ccc2[nH]cc(CCNc3ncncc3-c3cccc(NS(C)(=O)=O)c3)c2c1	-15%	.	-7%
CCN(CC)CCNC(=O)COc1ccc(Cl)cc1Cl	-28%	-6%	1%
COc1ccc(NC(=O)C(=O)c2cn(CC(=O)N3CCCC3)c3ccccc23)cc1OC	-4%	-10%	4%
CC(=O)[C@]1(O)Cc2c(O)c3c(c(O)c2[C@@H](O[C@H]2C[C@H](N)[C@H](O)[C@H](C)O2)C1)C(=O)c1c(O)cccc1C3=O	-14%	.	-18%
CCC1N=C(SC)NC(C)=C1C(=O)c1ccccc1 (stereo not drawn)	-21%	3%	-10%
CCCC(=O)N(Cc1cc(=O)[nH]c2ccccc12)c1ccccc1	-9%	29%	22%
Cc1cccc(NC(=O)c2ccc3c(c2)C(=O)N(c2ccccn2)C3=O)c1C	0%	14%	-2%
CCOc1ccc(NC(=O)CC2C(=O)N(c3ccc(OC)cc3)C(=O)N2CCC2=CCCCC2)cc1 (stereo not drawn)	-3%	11%	.
CCOc1ccccc1N(CC(=O)NC1CCCC1)C(=O)CCCC(=O)Nc1ccccn1	-6%	1%	2%
CC1CC(C)CN(S(=O)(=O)N2CCCC(C(=O)NC(C)c3ccccc3)C2)C1 (stereo not drawn)	-3%	-13%	-5%
Cc1nc2c(ncn2-c2ccccc2)c(=O)n1NC(=O)CN1CCN(C)CC1	8%	14%	-11%
CCOC(=O)Cn1nc(N2CCN(c3ccc(F)cc3)CC2)ccc1=O	0%	10%	.
CCOc1ccc(/C(CCC(=O)O)=N/NC(=O)c2cccc(S(=O)(=O)Nc3ccccc3OC)c2)cc1	-7%	10%	.
Cc1nn(CC(=O)N(C)C)c(C)c1S(=O)(=O)N1CCOCC1	-1%	20%	.
CC(=O)N1c2ccc(S(=O)(=O)NCCc3ccc(S(N)(=O)=O)cc3)cc2CC1C (stereo not drawn)	-21%	6%	10%
O=C(N/N=C/C=C/c1ccccc1[N+](=O)[O-])c1cc(-c2ccccc2)n[nH]1	-14%	-5%	0%
CCCCn1c(N)c(N(CC(C)C)C(=O)c2ccc(Br)o2)c(=O)[nH]c1=O	2%	2%	2%
O=C(NC(=S)NC1CCSC1=O)c1ccccc1Cl (stereo not drawn)	22%	3%	?
Cc1cccc(N2N=C(C(=O)O)CCC2=O)c1	-2%	14%	-6%
CCN(c1cc(C)cc(C)c1)S(=O)(=O)c1nnc(NC(=O)c2cccs2)s1	-3%	-8%	.
CN1C(=S)SC(C)(C)C1/[N+]([O-])=C/c1cccnc1 (stereo not drawn)	-17%	6%	-14%
COC(=O)C(C(=O)Nc1nc2ccccc2s1)C1CCCC1 (stereo not drawn)	-4%	-19%	-10%
Cc1nnc(SCC(=O)NC(=O)NCCC(C)C)s1	1%	2%	-11%
CC(C)c1ccc(C2C(C(=O)c3ccco3)=C(O)C(=O)N2CC2CCCO2)cc1 (stereo not drawn)	-4%	8%	-1%
S=c1[nH]nc(-c2ccccn2)n1/N=C/c1ccc(Br)s1	0%	14%	-8%
CCOc1ccc(OCCOC(=O)CN2C(=O)NC3(CCCC3)C2=O)cc1	-4%	-6%	5%
O=C(NC1CC1)C1CC(=O)N(c2cccc(Cl)c2Cl)C1 (stereo not drawn)	-30%	-4%	?
O=[N+]([O-])c1ccccc1S(=O)(=O)Nc1ccn(Cc2c(F)cccc2Cl)n1	?	5%	2%
CN(c1cccc(NC(=O)c2ccccc2N(C)S(=O)(=O)c2ccccc2)c1)S(C)(=O)=O	1%	8%	27%
COc1ccc(C2C(C(=O)c3sc(C)nc3C)=C(O)C(=O)N2CCN(C)C)cc1OC (stereo not drawn)	-6%	-1%	-8%
C=CC#CC[N+]1(CC#Cc2ccccc2)CCOCC1	-1%	18µM*	21%
Cc1onc(-c2ccccc2)c1NC(=O)N(CCC#N)Cc1ccccc1	3%	2%	-7%
COc1cc(NC(=O)CSc2nc(-c3ccccc3)no2)cc(OC)c1	0%	18%	.
Oc1ccc(Cl)cc1CNCc1cccc2ccccc12	-3%	11%	-23%
Cc1ccc(NC(=O)CCSc2nc(-c3ccc4c(c3)OCO4)cc(C(F)(F)F)n2)c(C)c1	0%	-1%	.

Part of the list above, as labelled records:
SMILES: Oc1ccc(Cl)cc1CNCc1cccc2ccccc12
  KAT2A inh: -3%
  FEN1 inh: 11%
  N370S GC mod: -23%

SMILES: Cc1ccc(NC(=O)CCSc2nc(-c3ccc4c(c3)OCO4)cc(C(F)(F)F)n2)c(C)c1
  KAT2A inh: 0%
  FEN1 inh: -1%
  N370S GC mod: .
